KB-3-1 tox: kills parental KB-3-1 adenocarcinoma cells; KB-3-1 viability, CellTiter-Glo ATP luminescence, 72 h; AID 1347075; Potency, µM (top dose mostly 46.1 µM), inactives show at the top dose activity change, negative = cytotoxic, hits mostly cytotoxic; 400,000 tested, 1.4% active; note: potency is the fitted concentration of half-maximal effect; % is set by controls: 0 for no effect and ±100 for the full control effect; nearly all actives have a fitted effect of over 60% in size
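Parental KB-3-1 adenocarcinoma cells in phenol-red-free DMEM with 10% FBS were pin-treated with compounds at several concentrations, incubated 72 h at 37 °C, and viability read by CellTiter-Glo luminescence; concentration-effect curves were fitted after normalization.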
HT1080 IDH1KD tx: toxicity to HT-1080 IDH1 knockdown cells (counter line); HT-1080 IDH1 knockdown viability, ATP luminescence, 48 h; Potency, µM (top dose mostly 46.1 µM), for inactives: at the top dose activity, negative = toxicity, actives largely listed as cytotoxic; 360,000 tested, 2% active; AID 686971;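 note: potency is the fitted concentration of half-maximal effect; 0% = DMSO wells and -100% = cell-free medium wells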
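In this qHTS, HT-1080 cells depleted of IDH1 are exposed for 48 h at 37 °C to compound titrations. Toxicity is scored from CellTiter-Glo luminescence, with DMSO as full viability and medium alone as none.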
HEK293 tox: cytotoxicity counter-screen for GLP-1 receptor inverse agonists; Potency, µM (series often up to 38.3 µM), for the others: at the top dose activity change, negative = inhibition, hits mostly inhibitors; 410,000 tested, 0.13% active; HEK293 cAMP-luciferase reporter cells, luminescence, 24 h; AID 624418;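 note: loss of luciferase light is scored as toxicity; potency is the fitted concentration of half-maximal effect; % is set by controls: 0 for no effect and ±100 for the full control effect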
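1536-well qHTS counterscreen of the MLSMR; 200 cells/uL, 12 h pre-incubation, 23 nL cpd, 24 h at 37 deg C 5% CO2, luciferase detection reagent, 12 min RT, luminescence. Inhibition = undesired.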
MCF10A rerep: inducers of DNA re-replication in MCF 10A breast cells; MCF 10A DNA re-replication, Hoechst nuclear intensity, 48 h; Potency, µM (titrated, usually from 46.1 µM), for the others: at the highest dose activity, positive = re-replication, actives largely listed as activators; 350,000 tested, 2.9% active; AID 624296; note: potency is the fitted concentration of half-maximal effect; % of control where 0% means no effect; nearly all actives have a fitted effect of over 50% in size
SW480 rereplic: inducers of DNA re-replication in SW480 colon cancer cells; SW480 DNA re-replication, Hoechst DNA content imaging, 48 h; Potency, µM (highest dose often 46.1 µM), for the others: at the top dose re-replication activation, actives largely listed as activators; 340,000 tested, 1.8% active; AID 624297; note: potency is the fitted concentration of half-maximal effect; % of control where 0% means no effect; nearly all actives have a fitted effect of over 55% in size
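Treated cells incubate 48 hr (37 C, 5% CO2), are stained 40 min with Hoechst, and nuclear fluorescence is enumerated; a rise in nuclei with high DNA signal marks re-replication.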
HT1080-NT tox: kills 2HG-producing HT-1080-NT fibrosarcoma cells; Potency, µM (titrated, usually from 46.1 µM), for inactives: at the top dose activity, negative = less viability, actives largely listed as cytotoxic; HT-1080-NT fibrosarcoma viability, CellTiter-Glo ATP luminescence, 48 h; 360,000 tested, 1.6% active; AID 686970;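 note: NT is the 2HG producing partner of a matched IDH1 knockdown line; potency is the fitted concentration of half-maximal effect; 0% = DMSO-treated cells and -100% = media-only wells without cells; nearly all actives have a fitted effect of over 55% in size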
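HT-1080-NT fibrosarcoma cells (2HG-overproducing), 750 cells/well in RPMI with 5% FBS, dosed after 2 h and incubated 48 h at 37C. CellTiter-Glo luminescence normalized to DMSO and no-cell wells; concentration-response curves fitted and classed.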
DRD3 agonist: activates the human D3 dopamine receptor | D3R DiscoveRx beta-arrestin cells, luminescence, 90 min | P35462 | 410,000 tested, 0.58% active | max activation, % | AID 652048; in the data active = max activation above about 30%; note: 0% is about no effect; mostly tested at two doses, the higher about 12 µM
Target sequence (P35462 whole entry, looked up): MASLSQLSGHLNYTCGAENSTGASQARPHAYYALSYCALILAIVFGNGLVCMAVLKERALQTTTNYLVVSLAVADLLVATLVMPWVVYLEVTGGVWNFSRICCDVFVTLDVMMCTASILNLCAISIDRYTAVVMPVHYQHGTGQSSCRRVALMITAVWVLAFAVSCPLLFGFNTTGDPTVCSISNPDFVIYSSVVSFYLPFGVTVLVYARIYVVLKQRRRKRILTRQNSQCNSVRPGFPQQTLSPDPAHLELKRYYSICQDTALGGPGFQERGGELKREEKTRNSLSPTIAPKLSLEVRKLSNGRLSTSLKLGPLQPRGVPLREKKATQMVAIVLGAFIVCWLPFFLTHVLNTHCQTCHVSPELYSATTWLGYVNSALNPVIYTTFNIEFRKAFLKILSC
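Cells at 1500/well, incubated overnight, then treated with pinned compounds (dopamine as control) for 90 min at 37 degrees C. DiscoveRx reagent added for 30 - 60 minutes at room temperature; luminescence read.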
IL1B secr inh: blocks inflammasome-driven IL-1 beta release; THP-1 LPS/ATP IL-1B secretion, AlphaLISA, 16 h; stronger effect = lower value; activity change, % at 57.5 µM; 360,000 tested, 4.7% active; AID 743279; in the data active = activity change below about -50%; inconclusive = mostly about -30% to -49%; note: % is set by controls: 0 for no effect and ±100 for the full control effect
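THP-1 cells pretreated 1 hr with compounds (up to 57.5 uM final), then stimulated with LPS (250 ng/mL final) plus ATP (1.25 mM final); secreted IL-1B measured by AlphaLISA after 16 hr, decreased signal indicating inhibition.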
KB-V1 MDR tox: KB-V1 MDR subline cytotoxicity; KB-V1 MDR cells viability, CellTiter-Glo, 72 h; Potency, µM (top dose mostly 46.1 µM), for inactives: at the highest dose activity change, negative = cytotoxicity, usual class: cytotoxic; 400,000 tested, 3.4% active; AID 1347076; note: potency is the fitted concentration of half-maximal effect; % is set by controls: 0 for no effect and ±100 for the full control effect; nearly all actives have a fitted effect of over 60% in size
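Following 72 h at 37 degrees C with compound, KB-V1 cell viability was read by CellTiter-Glo luminescence, medium being phenol-red-free DMEM plus 10% FBS; concentration-response parameters came from normalized, curve-fitted qHTS data.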
* = called active by the depositor; ? = inconclusive; · = not tested or not shown; & = joins results of further samples; [ ] = remark or other dose. Unless noted, calls come from the whole dose curve; as a rule, active = well fitted curve in the direction sought with a large enough effect; inconclusive = small, poorly fitted or top-dose-only effect, or another doubt; inactive = no such curve, though single readings can be large; an effect the other way counts as inactive or inconclusive.

SMILES,KB-3-1 tox,HT1080 IDH1KD tx,HEK293 tox,MCF10A rerep,SW480 rereplic,HT1080-NT tox,DRD3 agonist,IL1B secr inh,KB-V1 MDR tox
CCC1(C)COC(c2ccc(OC)c(OC)c2)OC1 (stereo unspecified),9%,7%,0%,-2%,-7%,1%,-1,10,6%
O=C1CN(C(=O)CNC(=O)c2ccc(Cl)cc2Cl)CCN1,2%,6%,17%,4%,-1%,-1%,7,7,11%
COc1cccc(CNS(=O)(=O)c2ccc(N3CCCCS3(=O)=O)cc2)c1,?,·,4%,·,·,·,-7,·,?
CCOC(=O)c1c(C)n(C)c2cc([N+](=O)[O-])c(O)c([N+](=O)[O-])c12,-5%,16%,-28%,-2%,3%,10%,-11,?,-12%
CCOc1ccc(CCNC(=O)CCc2nnc3ccc(N4CCCCC4)nn23)cc1OCC,8%,-5%,-2%,-1%,0%,8%,2,2,11%
COC(=O)C1C(c2ccc(OC)cc2)NC(=O)NC1(O)C(F)(F)Cl (stereo unspecified),16%,19%,11%,-3%,0%,7%,-12,26,?
S=c1[nH]c2cc3c(cc2[nH]1)OCCO3,24%,21%,1%,-4%,-9%,22%,3,3,?
CC1(CCC#N)N=C(SCCC#N)N(c2ccccc2)C1=O (stereo unspecified),-6%,-1%,3%,-1%,-5%,3%,3,10,12%
COc1ccc(CN2CCCCC2C(=O)Nc2ccc(OC)c(OCC(C)C)c2)cc1OC (stereo unspecified),5%,2%,6%,?,-12%,?,0,?,?
Cc1cc(C)n(CC(=O)N/N=C/c2ccc3c(c2)OCO3)n1,26%,-9%,3%,5%,-4%,-2%,-1,-3,0%
Clc1cc2c(c(Cn3cnc4ccccc43)c1)OCOC2,5%,-2%,-7%,12%,-4%,-21%,4,12,-24%
CCC(Cc1ccccc1)NC(=O)Cn1ncc2c3ccccc3n(Cc3ccc(F)cc3)c2c1=O (stereo unspecified),-16%,·,5%,·,·,·,3,·,?
Cc1c(C)c2cc3c(C)coc3cc2oc1=O,14%,13%,5%,1%,-9%,2%,-1,-51*,4%
CSc1ccc(CN2CCC(C(=O)NCc3ccc(C)cc3)CC2)cc1,-28%,-11%,10%,?,21%,-5%,-8,-27,-29%
CCOC(=O)C1CCN(C(=O)CNS(=O)(=O)c2cccs2)CC1,-5%,0%,10%,-3%,-7%,-1%,0,13,2%
Cc1ccc(NS(=O)(=O)c2cc(C(=O)N3CCN(C)CC3)ccc2C)cc1,13%,1%,-18%,-11%,-5%,-5%,4,19,5%
Cc1ccc(C(=O)c2ccccc2C(=O)OCC(=O)NC(C)(C)C)cc1,-9%,-1%,1%,0%,8%,1%,2,-30,?
Cc1ccc(OCC(=O)N2N=C(c3cccnc3)CC2(O)C(F)(F)F)cc1C (stereo unspecified),-7%,-13%,2%,1%,-6%,-12%,-2,-6,-3%
CC(/C=C1\SC(=Nc2cccnc2)NC1=O)=C\c1ccccc1,16µM*,0%,-3%,1.6µM*,22%[9.22 µM],-16%,-4,-12,8.2µM*
COCCn1c(-c2cccc([N+](=O)[O-])c2)nc2c1c(=O)[nH]c(=O)n2Cc1ccccc1,-6%,-10%,-25%,-2%,-2%,-15%,5,5,?
CCOCCCNC(=O)C(C)NS(=O)(=O)c1ccc(C)cc1 (stereo unspecified),1%,16%,17%,0%,-14%,10%,1,4,10%
CCOc1ccccc1C(=O)N1CCC(n2nnc3cc(C)ccc32)CC1,6%,-1%,-23%,9%,3%,-14%,2,-10,-22%
COCCCNC(=O)c1cccc2c(-c3ccc(OC)cc3C)coc12,?,?,-9%,·,·,?,4,-6,?
CCOc1ccccc1C(=O)N(Cc1sccc1C)C1CCS(=O)(=O)C1 (stereo unspecified),·,4%,-5%&-2%,-7%,0%,-2%,5&-3,2,·
CCOc1ccc(C(=O)NC2CC(C)(C)NC(C)(C)C2)cc1,-1%,3%,-12%,-4%,-1%,2%,3,-4,0%
C[C@H]1CN([C@@H](C)CO)C(=O)c2cc(Br)cnc2O[C@H]1CN(C)C(=O)C1CC1,?,8%,-1%,·,·,22%,0,20,0%
O=C(Nc1ncccc1O)c1cccc(S(=O)(=O)NCc2ccccc2)c1,0%,3%,12%,2%,-8%,0%,11,-2,-2%
Cc1ccc(-c2noc(CC(=O)c3ccc([N+](=O)[O-])cc3)n2)cc1,-17%,0%,13%,11%,-2%,0%,-6,4,16µM*
CCCNC(=O)c1ccc(N2CCC3(CC2)CC(c2cccc(Br)c2)=NO3)c(NC(=O)c2ccc(Br)cc2)c1,17%,-1%,5%,6%,-5%,-14%,15,-24,7%
COc1ccc(N2CCN(c3oc(-c4ccccc4OC)nc3C#N)CC2)cc1,-1%,7%,-5%,?,-5%,11%,10,-4,-12%
Cc1cc(C)cc(C(=O)NC(CC(N)=O)c2ccc(NCC3CC3)c([N+](=O)[O-])c2)c1 (stereo unspecified),4%,2%,-12%,-4%,1%,8%,1,-10,-7%
Oc1[nH]c2ccccc2c1N=Nc1nncc2ccccc12,-25%,?,-17%,0%,5%,?,0,11,-11%
CN(C(=O)CSc1nc2ccc(NC(=O)COc3ccc(Cl)cc3)cc2s1)c1ccccc1,?,·,-9%,·,·,·,11,·,21µM*
O=C(Nc1ccc(S(=O)(=O)NC2=NCCCCC2)cc1)c1ccc([N+](=O)[O-])s1,6.5µM*,?,?,?,13µM*,?,-1,-57*,?
CCc1ccc(NC(=O)c2noc3c2CCCCC3)cc1,0%,?,-21%,-7%,-10%,5%,3,-7,7%
O=C(NCc1ccccc1)C(=O)Nc1c2c(nn1-c1ccccc1)CSC2,-3%,·,-8%,·,·,·,-9,·,-15%

One compound at a time (already shown). Order of values: KB-3-1 tox	HT1080 IDH1KD tx	HEK293 tox	MCF10A rerep	SW480 rereplic	HT1080-NT tox	DRD3 agonist	IL1B secr inh	KB-V1 MDR tox
Cc1cc(C)cc(C(=O)NC(CC(N)=O)c2ccc(NCC3CC3)c([N+](=O)[O-])c2)c1 (stereo unspecified) reads 4%	2%	-12%	-4%	1%	8%	1	-10	-7%
C[C@H]1CN([C@@H](C)CO)C(=O)c2cc(Br)cnc2O[C@H]1CN(C)C(=O)C1CC1 reads ?	8%	-1%	·	·	22%	0	20	0%

Next part.
SMILES,KB-3-1 tox,HT1080 IDH1KD tx,HEK293 tox,MCF10A rerep,SW480 rereplic,HT1080-NT tox,DRD3 agonist,IL1B secr inh,KB-V1 MDR tox
COc1ccc(S(=O)(=O)c2cn(CC(=O)Nc3cc(C)ccc3C)c3ccccc3c2=O)cc1,15%,·,1%,·,·,·,1,·,-7%
COc1cccc(NC(=O)C2CCCN2S(=O)(=O)c2ccc3c(c2)n(C)c(=O)c(=O)n3C)c1 (stereo unspecified),20%,14%,-9%&9%,3%,26%,11%,3&1,-2,?
O=C(NCC1CCN(c2ccc(S(=O)(=O)N3CCOCC3)cc2)CC1)Nc1ccccc1F,5%,0%,13%,5%,-5%,1%,1,-12,?
Cc1cc2c(SCC(=O)NC3CCCCC3)ncnc2s1,0%,3%,-21%,7%,-3%,18%,7,17,24%
CC(=NOC(=O)c1ccc(Cl)cc1)c1nccs1,0%,22%,0%,·,·,13%,-5,1,-2%
O=C(O)c1ccccc1NS(=O)(=O)c1ccc2ccccc2c1,7%,-11%,9%,-18%,0%,0%,2,30,6%
Cc1cc(=O)[nH]c(N/N=C/c2cc(C)n(CC(F)(F)F)c2C)n1,14%,-6%,-4%,?,1%,-18%,0,10,?
Cc1ccc(N2CCN(C(=O)Nc3cccc([N+](=O)[O-])c3)CC2C)cc1 (stereo unspecified),-9%,-9%,-7%,-2%[9.22 µM],1%,-8%,-7,-71*,?
O=C1COc2ccc(-c3csc(NCCc4ccccc4)n3)cc2N1,?,-25%,-10%,0%,-3%,-13%,5,-76*,-25%
CCOC(=O)C1(C(F)(F)F)N=C(c2ccccc2F)OC(N(C)C)=N1 (stereo unspecified),2%,10%,6%,0%,-2%,12%,-5,11,0%
Cc1cc(N)n2ncc(-c3cccc(Br)c3)c2n1,7%,?,-14%,-2%,0%,?,1,-25,-28%
O=C(O)C1=C(C(=O)Nc2ccc(F)c(Cl)c2)CCCC1,22%,-1%,-1%,3%,1%,-2%,-5,-12,-8%
O=C(CNC(=O)c1cccs1)c1ccc(Br)cc1,13%,4%,7%,3%,-1%,-1%,9,-16,-2%
CCOC(=O)Nc1ccc2c(c1)nc(CN1CCN(C(C)=O)CC1)n2C,-7%,8%,-6%,8%,-1%,8%,4,20,-8%
Cc1ccc(CNC(=O)c2ccc3c(O)c(S(=O)(=O)c4ccccc4)c(=O)[nH]c3c2)cc1,18%,·,-2%,·,·,·,-4,·,?
CCOC(=O)[C@]12CCCC=C1N(Cc1ccc(Cl)cc1Cl)C(=O)[C@H](CC(=O)NCCC(C)C)C2,?,?,-14%,·,·,?,-8,?,?
CC(C)c1ccc(NC(=O)C2CCCN2S(=O)(=O)c2ccccc2F)cc1 (stereo unspecified),-2%,0%,-8%,19%,0%,0%,-2,12,0%
COc1ccc(/C(N)=N/OC(=O)c2cccs2)cc1OC,-3%,-14%,-5%,-10%,?,8%,17,?,10%
Cn1cc([C@@H]2C[C@H]3CN(C4CCCC4)C(=O)[C@]34CCCN24)c(-c2ccccc2)n1,7%,8%,10%,-18%,0%,11%,23,-16,-2%
CCn1cc(C(=O)O)c(=O)c2cnc(N3CCN(C(=S)Nc4ccccc4)CC3)nc21,-22%,-8%,0%,?,-68%[inhibitor],7%,-2,-15,2%
Cc1ccc(C)c(C(O)c2ncc(-c3ccccc3Cl)[nH]2)c1 (stereo unspecified),0%,-18%,-1%,·,·,-13%,5,?,2%
